# Glioma ERSR ind: inducers of ER stress response in human glioma cells; Potency, µM, without a hit: at the top dose activation, usual class: activators; 0.02% of 420,000 active; U87-MG GRP78 promoter luciferase reporter, 16 h; note: potency is the fitted concentration of half-maximal effect; series mostly up to about 76 µM; % of control where 0% means no effect; nearly all actives have a fitted effect of over 35% in size
#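 ERSR induction read as luciferase luminescence (Bright-Glo, 10 min at room temperature) in stably transfected human U87-MG glioma cells exposed to compounds for 16 h, using GRP78 as sensor.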
# D1 antagonist: human D1 dopamine receptor antagonism | HEK293 TREx D1 cells, calcium flux, dopamine EC80; hits give low values | 3.2% of 360,000 active | AID 504652 | activity change, negative = inhibition, % at 10 µM | P21728; in the data active = activity change below about -30%; note: % is set by controls: 0 for no effect and ±100 for the full control effect
#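 Tetracycline-induced HEK293 Trex D1 cells, force-coupled to calcium, dye-loaded; compounds added and read 180 s, then EC80 dopamine added and calcium flux tracked kinetically another 180 s.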
# RXFP1 agonist: RXFP1 (human) receptor agonism; HEK293T-RXFP1 cAMP TR-FRET, 30 min; response scale: percent of porcine relaxin response, buffer zero; Potency, µM (series often up to 57.5 µM), inactives show top-dose activation, hits mostly activators; 0.3% of 370,000 active; note: potency is the fitted concentration of half-maximal effect; % is set by controls: 0 for no effect and ±100 for the full control effect; nearly all actives have a fitted effect of over 60% in size; many of its hits are not listed in these tables
#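 HEK293 cells stably expressing RXFP1, treated 30 min at 37C with compounds plus PDE4 inhibitor Ro 20174; cAMP measured by HTRF TR-FRET. Normalized to buffer and 29 nM porcine relaxin; EC50 by Hill fit.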
# LDHA block: blocks human lactate dehydrogenase A. activity change, % (values are at about 110 or 230 µM). 0.15% of 480,000 active. purified LDHA, NADH/diaphorase-resazurin fluorescence; hits give low values; in the data active = activity change below about -30%; inconclusive = mostly about -25% to -30%;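 note: plate controls were DMSO wells for no effect and wells without enzyme for full effect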
#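 Human LDH5 (2 nM) was incubated with 0.06 mM NADH and 0.2 mM pyruvate for 5 min at room temperature in Tris pH 7.4. Remaining NADH was coupled through diaphorase/resazurin, and resorufin fluorescence was read at 0 and 20 min.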
# D2 PAM: D2 dopamine receptor (human) potentiation. P14416. HEK293 T-REx D2, calcium flux, EC20 dopamine potentiation. potentiation, % at 10 µM. 0.34% of 340,000 active. AID 485347;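 active = potentiation over 3 SD above the plate norm, cut at about 30% in these data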; note: 0% is about no effect
# Target sequence (P14416 whole entry, looked up): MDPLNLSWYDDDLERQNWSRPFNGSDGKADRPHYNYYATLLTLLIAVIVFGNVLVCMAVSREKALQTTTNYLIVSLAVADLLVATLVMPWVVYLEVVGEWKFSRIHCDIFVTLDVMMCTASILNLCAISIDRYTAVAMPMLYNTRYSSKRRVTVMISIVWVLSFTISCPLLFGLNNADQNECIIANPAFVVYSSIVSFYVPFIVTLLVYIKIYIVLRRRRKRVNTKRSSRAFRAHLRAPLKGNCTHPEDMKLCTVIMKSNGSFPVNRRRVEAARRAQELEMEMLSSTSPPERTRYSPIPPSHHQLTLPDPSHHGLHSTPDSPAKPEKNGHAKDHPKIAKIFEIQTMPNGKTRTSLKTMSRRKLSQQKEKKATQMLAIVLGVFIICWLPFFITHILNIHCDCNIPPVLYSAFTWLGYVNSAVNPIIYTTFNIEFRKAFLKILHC
#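 Calcium flux readout, no-wash dye, 1 read/s. Inducible HEK293 Trex D2 line, overnight 30 C. Compound alone 180 s (agonist flags), then EC20 dopamine, another 180 s to score potentiation.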
# D1 agonist: activates the human D1 dopamine receptor; P21728; HEK293 T-REx D1 cells, calcium flux, agonist mode; activation, % at 2 µM; 1% of 360,000 active; AID 504660; in the data active = activation above about 30%; note: 0% is about no effect
#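 Tetracycline-induced HEK293 TREx D1 cells, force-coupled to calcium signalling, were dye-loaded with a no-wash calcium kit. Compound was pin-added after a 10 s baseline. Fluorescence was read kinetically at 1 cycle/s for 180 s, with calcium rises flagged as agonism.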
# Vif-APOBEC3G blk: Vif-A3G binding inhibition; HeLa A3G-eYFP + Vif (tagged APOBEC3G with the HIV-1 protein that degrades it), YFP fluorescence, overnight; AID 602310; Q9HC16; Potency, µM (titrated, usually from 46.1 µM), for inactives: top-dose activity, negative = active, hits mostly inhibitors; 0.076% of 410,000 active;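 note: potency is the fitted concentration of half-maximal effect; % is set by controls: 0 for no effect and ±100 for the full control effect; nearly all actives have a fitted effect of over 60% in size; hits raise eYFP signal because A3G escapes Vif-driven loss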
# Target sequence (Q9HC16 whole entry, looked up): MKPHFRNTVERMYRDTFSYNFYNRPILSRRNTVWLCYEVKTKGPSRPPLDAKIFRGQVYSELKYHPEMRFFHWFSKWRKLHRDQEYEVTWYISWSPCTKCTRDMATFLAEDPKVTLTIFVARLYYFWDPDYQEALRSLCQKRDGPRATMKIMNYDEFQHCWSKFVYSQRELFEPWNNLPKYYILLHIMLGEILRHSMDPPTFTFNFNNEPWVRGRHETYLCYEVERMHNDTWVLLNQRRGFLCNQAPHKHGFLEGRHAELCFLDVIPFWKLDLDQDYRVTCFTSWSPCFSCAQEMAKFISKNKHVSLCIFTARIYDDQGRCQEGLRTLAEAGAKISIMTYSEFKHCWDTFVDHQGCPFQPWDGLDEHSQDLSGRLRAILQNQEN
#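 Read-out is eYFP fluorescence (Ex 488/Em 500-530) from Vif-expressing HeLa A3G-eYFP cells; more signal means A3G escaped Vif-mediated degradation. Cells plated overnight, compound pinned in, incubated overnight at 37 deg C.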
# D1 potentiator: enhances dopamine response at the human D1 receptor | P21728 | HEK293 TREx D1 cells, calcium flux, dopamine EC20 potentiation | potentiation, % at 10 µM | 0.036% of 360,000 active | AID 504651; in the data active = potentiation above about 30%; note: 0% is about no effect
# Vif-A3F inh: Vif-A3F binding inhibition; HeLa A3F-eYFP + Vif (tagged APOBEC3F with the HIV-1 protein that degrades it), YFP fluorescence increase; Potency, µM (doses to about 46.1 µM), without a hit: top-dose activity, negative = active; 0.2% of 390,000 active; AID 602313; note: potency is the fitted concentration of half-maximal effect; % of control where 0% means no effect; nearly all actives have a fitted effect of over 65% in size
#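 HeLa cells stably expressing Vif plus C-terminally eYFP-tagged A3F were seeded, incubated overnight at 37 deg C, dosed with compound, incubated overnight again at 37 deg C. Yellow fluorescence (Ex 488/Em 500-530) reported blocked Vif-mediated A3F-eYFP degradation.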
# Active calls of the source: *; ? = inconclusive; nt = not tested or not shown; & = joins results of further samples; ! = not active in a repeat. Unless noted, calls come from the whole dose curve; as a rule, active = well fitted curve in the direction sought with a large enough effect; inconclusive = small, poorly fitted or top-dose-only effect, or another doubt; inactive = no such curve, though single readings can be large; an effect the other way counts as inactive or inconclusive. Only part of the results is shown; rates above refer to the full screens.
# Values run as follows: D1 potentiator	Vif-A3F inh	LDHA block	Glioma ERSR ind	Vif-APOBEC3G blk	D1 agonist	RXFP1 agonist	D1 antagonist	D2 PAM
Cc1ccc(-c2cc(-c3c(C)nn(C)c(=O)c3N)[nH]n2)cc1
    0	-7%	-1	2%	0%	3	1.8%	27	5
Cn1c(CCc2ccc(N)cc2)nc2ccccc21
    -3	1%	-3	-9%	0%	2	-1.4%	1	-10
Cc1cccnc1CN1CCN(Cc2nc(Cc3cccc(F)c3)no2)CC1
    -1	6%	0	0%	1%	0	2.5%	8	-3
CCOc1ccc(OCC(=O)OCC(=O)Nc2ccc3[nH]c(=O)[nH]c3c2)cc1
    -8	15%	-1	-5%	-1%	5	2.6%	21	5
CCc1ccc(NC(=O)C2CCCN(S(=O)(=O)c3ccc4c(c3)CCCN4C(C)=O)C2)cc1 (centres undefined)
    -10&-5	-2%&1%	-1&-1	-5%&-7%	4%&4%	3&1	2.0%&0.5%	-32*!	0&-5
CCOc1ccccc1OCC(=O)Nc1ccc(OC)c(S(=O)(=O)N2CCCCC2)c1
    0	-15%	-4	-3%	2%	-1	0.3%	-11	0
CCCCN(CCCC)C(=O)CSc1nnc2n(C)c(=O)c3c4c(sc3n12)CCCC4
    1	nt	-5	3%	-2%	1	2.1%	11	-6
COc1cc(/C=N/N=C(/C(=O)c2ccccc2)c2ccccc2)cc(OC)c1O
    3	6%	-2	-2%	-3%	6	0.5%	14	7
O=C(O)CCC(=O)N1N=C(c2ccccc2)CC1c1cccs1 (centres undefined)
    -5	8%	0	-2%	1%	0	-2.4%	11	11
CC1Cc2ccccc2N1Cc1cccc(S(=O)(=O)N(C)C)c1 (centres undefined)
    -4	-1%	2	-2%	-8%	1	-2.3%	-5	1
CCc1nc(SCC(=O)Nc2cc(C)on2)c2c(C)c(C)sc2n1
    2	-4%	-1	-3%	-2%	0	12%	4	-8
COc1ccc(Oc2coc3cc(OC(=O)c4cccs4)ccc3c2=O)cc1
    -8	2%	-6&1	2%	-7%	6	0.1%	1	37*
C/C=C(\C)C(=O)Nc1cccc(C2=NOC3(C2)C[C@@H](C(N)=O)N(C(=O)/C(C)=C/C)C3)c1 (some centres undefined)
    -5	1%	-2	-2%	-1%	2	-0.7%	-8	-3
Cn1c(=O)n(C)c2cc(/C=C3/NC(=O)N(Cc4ccccc4)C3=O)ccc21
    2	-3%	-11	-2%	-1%	-1	2.2%	5	1
O=C(COc1ccc(Cl)cc1Cl)N1CCCN(C(=O)COc2ccc(Cl)cc2Cl)CC1
    -2	-1%	8	-2%	-8%	2	0.6%	-16	-4
Cc1cc(C)c(C#N)c(SCC(=O)Nc2ccccc2C)n1
    9	-4%	-2	0%	-3%	3	?	0	-5
CC(C)c1onc(C(=O)Nc2cccnc2Cl)c1[N+](=O)[O-]
    -9	3%	0	-4%	-1%	1	2.9%	10	11
CC1CCc2cc(F)ccc2N1C(=O)CN1C(=O)c2ccccc2C1=O (centres undefined)
    -1	7%	-3	-6%	-4%	0	1.7%	-17	0
O=C(Nc1ccc(S(=O)(=O)NCc2ccco2)cc1)c1ccc2ccccc2n1
    -2	?	-4	-5%	-5%	8	1.2%	-14	5
COCCN1CCN(C(=O)C2CCC(=O)N(CCCc3ccccc3)C2)CC1 (centres undefined)
    6	-20%	-2	0%	-3%	2	-2.3%	1	6
Cc1nn2c(-c3cccc(NC(=O)CN4CCOCC4)c3)nnc2c2ccccc12
    nt	-6%	2	-3%	0%	nt	nt	nt	nt
COc1ccc(Br)cc1CNC(=O)CN1C(=O)c2cccnc2Oc2ccc(C)cc21
    0	1%	-18	-5%	-5%	0	-1.6%	7	-22
CC(C)c1ccccc1-n1c(SCC(=O)c2ccc3c(c2)NC(=O)CO3)nc2ccccc2c1=O
    -5	0%	-4	-8%	-1%	3	0.0%	0	nt
Cc1cc(S(=O)(=O)NCC(C)C)ccc1OCC(=O)N1CCOCC1
    -6	0%	-3	0%	-3%	2	-0.8%	8	2
CSc1ccccc1NC(=O)c1cc(Cl)sc1Cl
    7	?	-2	-4%	1%	2	-0.1%	6	7
CCC(C)NC(=O)c1sc2nc3n(c(=O)c2c1C)CCC3 (centres undefined)
    -3	-1%	0	2%	4%	-1	3.0%	6	0
Cc1csc(=O)n1CCC(=O)OCC(=O)Nc1cccc(C#N)c1
    -6	9%	-4	-3%	-1%	1	0.8%	7	5
c1cc(CNc2ccc3c(c2)OCCO3)ccn1
    -2	-9%	10	-6%	0%	4	0.0%	0	31*
CCCc1nnc(NC(=O)Cc2coc3c(C)c(C)ccc23)s1
    -2	-7%	-1	-3%	3%	-1	0.9%	7	-2
CCN(C(=O)c1cn(C)c(=O)c2cc(OC)c(OC)cc12)c1ccccc1C
    -8	-9%	-2	-4%	-5%	-1	1.6%	19	-18
COc1cccc(-n2c(SCC(=O)NCCC3=CCCCC3)nc3n[nH]c(C)c3c2=N)c1
    -9	-10%	3	-3%	-1%	1	13%	-27	-4
COc1cccc(N(CC(=O)NC2CCCC2)C(=O)Cn2nnc(-c3ccc(C)cc3)n2)c1
    -2	3%	0	-6%	0%	0	0.6%	-5	10
CCC(C)N(C)C1CCN(C(=S)Nc2cccc(SC)c2)CC1 (centres undefined)
    -2	15%	0	-4%	-3%	2	-1.0%	-4	9
COc1cccc(NC(=O)N2CCN(S(C)(=O)=O)CC2)c1
    4	6%	-7	1%	0%	3	1.0%	2	7
COc1ccc(OC)c(Nc2nc(N)nc(CCl)n2)c1
    -1	0%	-7	0%	-24%	1	0.5%	-4	-3
Cc1nc2ccccc2nc1OCC(=O)NCc1ccc2c(c1)OCO2
    -1	5%	6	0%	-17%	3	3.0%	6	-3
c1ccc(CCN2CCN(c3ncnc4c3cnn4-c3ccccc3)CC2)cc1
    -5	-1%	-5	4%	3%	1	0.9%	-8	-11
CC1=Nn2c(nnc2-c2ccco2)SC1
    2	1%	2	4%	0%	5	2.5%	9	4
COc1ccc(OC)c(S(=O)(=O)N(C)CC(=O)N2CCc3ccccc3C2)c1
    -7	-1%	4	-4%	0%	0	-0.6%	-18	-25
CC(=O)Nc1nnc(SCc2ccccc2F)s1
    -6	0%	-2	9%	-1%	4	0.7%	-10	2
Cc1ccc(-c2nnc(Nc3ccc(O)cc3)c3ccccc23)cc1S(=O)(=O)N1CCCCC1
    0	2%	-4	1%	0%	-2	0.6%	-17	6
COc1ccc(-c2cccc(NC(=O)c3ccco3)c2)nn1
    -3	-30%	-3	-1%	-1%	0	-0.1%	-7	6
CCCn1c(SCC(=O)Nc2ccc(OC)cc2[N+](=O)[O-])n[nH]c1=O
    -15	1%	-1	-5%	0%	0	-2.0%	-46*	2
CCCC1=Nc2cc(C(=O)NC3CCCCC3)ccc2Sc2ccc(C)cc21
    -1	2%	-9	-6%	-34%	16	-0.1%	-14	12
O=C(O)c1cc([N+](=O)[O-])c(NCc2cccnc2)c([N+](=O)[O-])c1
    -10	1%	-4	1%	1%	2	3.0%	0	9

# Arranged by length of the SMILES (ascending): part of the list above
# Values run as follows: D1 potentiator	Vif-A3F inh	LDHA block	Glioma ERSR ind	Vif-APOBEC3G blk	D1 agonist	RXFP1 agonist	D1 antagonist	D2 PAM
COc1ccc(OC)c(Nc2nc(N)nc(CCl)n2)c1
    -1	0%	-7	0%	-24%	1	0.5%	-4	-3
COc1ccc(-c2cccc(NC(=O)c3ccco3)c2)nn1
    -3	-30%	-3	-1%	-1%	0	-0.1%	-7	6
COc1ccc(OC)c(S(=O)(=O)N(C)CC(=O)N2CCc3ccccc3C2)c1
    -7	-1%	4	-4%	0%	0	-0.6%	-18	-25

# (continued)
# Values run as follows: D1 potentiator	Vif-A3F inh	LDHA block	Glioma ERSR ind	Vif-APOBEC3G blk	D1 agonist	RXFP1 agonist	D1 antagonist	D2 PAM
COc1ccc(/C=N/NC(=O)CCc2n[nH]c(=O)[nH]c2=O)cc1OC
    0	0%	-10	-4%	2%	3	-0.8%	14	4
O=C(C[n+]1ccc(-c2nnc3n2CCC3)cc1)c1ccc(Cl)c(Cl)c1
    -5	-1%	-1	-3%	5%	1	-0.7%	1	-8
COc1cccc(CNC(=O)CCNC(=O)c2ccco2)c1
    1	2%	-6	-1%	1%	4	1.0%	-9	-2
COc1cccc(NC(=O)CNCc2ccccc2)c1
    -1	1%	-2	-2%	0%	9	0.1%	-4	12
COc1ccc(CNC(=O)c2cc3c(s2)CS(=O)C3)cc1 (centres undefined)
    nt	0%	-3	0%	-4%	5	1.0%	-7	18
CCc1cc(=O)oc2c3c(cc(OCC(=O)NCCC(=O)O)c12)OC(C)(C)CC3
    -2	0%	-3	-3%	3%	1	9.5%	-2	12
CCOC(=O)C1=C(O)/C(=C/N(C)C)N=C1C
    -7	-5%	7	-3%	1%	5	-1.5%	-2	-3
CC(=O)c1ccc(Nc2c3c(nc4ccccc24)CCCC3)cc1
    -11	-5%	-3	0%	-27%	4	-0.5%	-42*	nt
COc1ccc(C(CNC(=O)c2cccc(NS(=O)(=O)c3ccc(Br)cc3)c2)N(C)C)cc1 (centres undefined)
    -3	-11%	-1	-2%	0%	8	0.1%	4	-23
COCCN(Cc1cc2cc3c(cc2nc1Cl)OCO3)C(C)=O
    9	0%	-3	-6%	3%	2	3.7%	-7	15
CCOC(=O)c1ccccc1NC1OC(=O)c2ccccc21 (centres undefined)
    1	-2%	-4	-3%	1%	0	3.2%	0	-1
COc1ccc(NC(=O)c2cc(-c3ccco3)on2)cc1
    -3	4%	-6	-2%	1%	4	5.1%	-2	-8
COc1cccc(-c2nc3c(C#N)c[nH]n3c2NC2CCCCC2)c1
    -2	5%	1	-2%	-6%	3	-7.2%	-37*	0
CC(NC(=O)c1ccco1)C(c1cccs1)N1CCN(c2ccccc2F)CC1 (centres undefined)
    -6	-7%	0	-2%	-2%	3	-0.8%	-3	38*
O=C(O)C1Oc2cc3ccccc3cc2O1
    -4	-1%	-7	-4%	-4%	0	4.2%	-6	6
